CCR6 antag = CCR6 receptor antagonists, primary screen, cell-based, CHO-K1, luminescence, beta-arrestin, uHTS; CHO-K1 CCR6 PathHunter beta-arrestin, CCL20-stimulated; inhibition, % at 20 µM; hit rate 0.49% among 340,000;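 active = compounds whose inhibition of the agonist-driven luminescence signal at 20 µM reaches about 50%, limit read from the data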;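 note: cells stimulated with CCL20 at 14 nM final; plate controls were DMSO with CCL20 for no effect and DMSO without agonist for full effect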
Target sequence (P51684 whole entry, looked up): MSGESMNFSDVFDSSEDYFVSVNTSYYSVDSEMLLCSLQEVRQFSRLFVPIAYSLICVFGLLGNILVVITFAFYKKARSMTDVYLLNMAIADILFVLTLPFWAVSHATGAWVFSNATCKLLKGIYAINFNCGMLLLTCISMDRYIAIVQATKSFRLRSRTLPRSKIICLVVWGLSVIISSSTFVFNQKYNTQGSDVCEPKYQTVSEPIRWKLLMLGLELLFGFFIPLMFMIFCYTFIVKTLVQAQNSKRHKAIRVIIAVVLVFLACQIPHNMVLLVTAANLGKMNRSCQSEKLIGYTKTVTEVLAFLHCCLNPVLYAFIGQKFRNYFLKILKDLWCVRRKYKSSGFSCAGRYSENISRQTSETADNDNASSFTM
EBI2 antag = EBI2 receptor antagonists, beta-arrestin recruitment, primary screen, cell-based, luminescence, 7a,25-OHC stimulation, uHTS | hit rate 0.81% among 360,000 | 7a,25-OHC stimulated | inhibition, % at 5 µM; in the data active = inhibition above about 38%;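 note: enzyme fragment complementation signal reports receptor beta-arrestin coupling in cells; 0% = agonist plus DMSO wells and 100% = wells without agonist; some results beyond the cut were filed as inactive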
UPR CHOP act = activators of apoptotic CHOP UPR arm, primary screen, cell-based, CHO-CHOP luciferase reporter, luminescence, uHTS; UPR activation; percent of tunicamycin response over DMSO baseline; activation, % at 10 µM; hit rate 0.34% among 330,000; AID 449763, 2010;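 active = at 10 µM dose, activation of 40% or more, normalized to positive control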;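 note: 100% = tunicamycin at 10 µg/mL and 0% = DMSO alone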
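Assay system: CHO-CHOP cells, stable luciferase reporter of PERK-eIF2a-CHOP signalling / Buffer or medium: F12 plus 10% serum / Compound dosing: one dose, 10 µM in 0.5% DMSO / Times: 6 h compound treatment, 37 °C / Technique: luciferase luminescence / Read-out: % reporter activation, DMSO baseline versus tunicamycin full activation / Benchmarks: tunicamycin and DMSO controls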
Mdm2-MdmX inh = inhibitors of human Mdm2-MdmX association, primary screen, cell-based, luminescence, split luciferase, SaOS-2, uHTS; Protein Mdm4 (Homo sapiens) + E3 ubiquitin-protein ligase Mdm2 (Homo sapiens), …; SaOS-2 split-luciferase Mdm2/MdmX complementation; inhibition, % at 8 µM; hit rate 3% among 330,000; AID 485346, 2010;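 active = inhibition of at least 50% at 8 µM in the primary screen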
XBP1 UPR activ = activators of adaptive XBP1 UPR arm, primary screen, cell-based, CHO-XBP1 luciferase reporter, luminescence, uHTS. activation, % at 20 µM. IRE1-XBP1 UPR activation; percent of tunicamycin response, DMSO as zero. hit rate 0.33% among 330,000. AID 463104, 2010;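 active = versus positive control, 20 µM dose yields 30% or more activation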;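 note: 100% = tunicamycin at 10 µg/mL and 0% = DMSO only wells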
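incubation = overnight seeding at 37 °C, 6 h compound treatment at 37 °C | assay system = CHO-XBP1 cells stably carrying IRE1-XBP1-driven luciferase reporter | input = 1000 cells per well | detection = luciferase luminescence | dosing = single point, 20 µM final compound, 1% DMSO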
tim23-1 inh = growth inhibitors of tim23-1 mutant yeast, primary screen, luminescence, uHTS; S. cerevisiae tim23-1 growth, BacTiter-Glo luminescence, 24 h; AID 463212, 2010; hit rate 1.3% among 330,000; inhibition, % at 20 µM;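 active = growth inhibition of the mutant yeast at or above 50%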;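 note: temperature-sensitive mutant grown at 25 °C; plate controls were DMSO-treated mutant yeast for no effect and medium wells lacking yeast for full effect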
CXCR6 inh = CXCR6 receptor inhibitors, primary screen, cell-based, beta-arrestin, luminescence, CHO-K1 PathHunter, 1536-well; hit rate 0.36% among 360,000; inhibition, % at 20 µM; C-X-C chemokine receptor type 6 (Homo sapiens), O00574; in the data active = inhibition above about 34%, passing the limit was not always enough;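 note: antagonist mode with CXCL16 agonist at 10 nM final; 0% = 10 nM CXCL16 with DMSO and 100% = unstimulated wells without agonist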
APJ agonist = agonists of human apelin receptor APJ, primary screen, CHO-K1 cells, PathHunter beta-arrestin, luminescence | P35414 | 0% DMSO wells, 100% apelin | activation, % at 20 µM | hit rate 0.11% among 330,000 | AID 2520, 2010;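 active = activation more than six SD over the plate average, tested at 20 µM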;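 note: 0% = DMSO alone and 100% = apelin-13 at 10 nM; some results filed as inactive read as strong as hits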
Target sequence (P35414 whole entry, looked up): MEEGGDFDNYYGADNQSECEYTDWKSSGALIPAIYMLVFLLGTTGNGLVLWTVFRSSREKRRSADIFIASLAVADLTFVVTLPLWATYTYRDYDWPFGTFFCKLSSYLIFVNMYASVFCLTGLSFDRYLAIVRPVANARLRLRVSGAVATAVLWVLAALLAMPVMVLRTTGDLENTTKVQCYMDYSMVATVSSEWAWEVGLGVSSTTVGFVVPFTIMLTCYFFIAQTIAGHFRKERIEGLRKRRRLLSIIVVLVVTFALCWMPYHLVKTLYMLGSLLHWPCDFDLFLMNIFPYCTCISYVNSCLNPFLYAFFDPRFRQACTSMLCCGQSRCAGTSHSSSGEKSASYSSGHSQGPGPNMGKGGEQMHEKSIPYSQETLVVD
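system = engineered CHO-K1 APJ arrestin reporter cells | input = 1000 cells per well | timing = overnight seeding, 90 min compound at 25 °C, 1 h detection | measured by = enzyme-fragment complementation luminescence | read-out = beta-arrestin recruitment to APJ as agonist activity, luminescent signal | control set = negative DMSO alone, positive Apelin-13 at 10 nM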
APJ antagonist = antagonists of human apelin receptor APJ, primary screen, CHO-K1 cells, beta-arrestin complementation, luminescence. P35414. inhibition, % at 20 µM. hit rate 0.32% among 330,000;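 active = inhibition above about 40% at 20 µM, limit read from the data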;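 note: cells challenged with 10 nM apelin-13 agonist together with compound; plate controls were apelin-13 plus DMSO wells for no effect and DMSO wells lacking apelin-13 for full effect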
Numbers without * were called inactive. These rows are one share of the data; count on the stated rates, not on these rows.

What do the screens show for `CC(C)CN(C(=O)CN(C)CC(=O)Nc1ccccc1C#N)c1c(N)n(CC(C)C)c(=O)[nH]c1=O`?
CCR6 antag: -1; EBI2 antag: -7; UPR CHOP act: 0.2; Mdm2-MdmX inh: 14; XBP1 UPR activ: 0; tim23-1 inh: 0; CXCR6 inh: 1; APJ agonist: -2; APJ antagonist: 8

Results for C/C(=N\NC(=O)c1cc2ccccc2cc1O)c1cccs1 ?
CCR6 antag: 7; EBI2 antag: -3; UPR CHOP act: -4.8; Mdm2-MdmX inh: -89; XBP1 UPR activ: -4; tim23-1 inh: 21; CXCR6 inh: -8; APJ agonist: 0; APJ antagonist: -7

What do the screens show for `COc1ccc(-c2cn3cccnc3n2)cc1NC(=O)CC(C)C`?
CCR6 antag: -9; EBI2 antag: -22; UPR CHOP act: 0.1; Mdm2-MdmX inh: -9; XBP1 UPR activ: 1; tim23-1 inh: 0; CXCR6 inh: -1; APJ agonist: -3; APJ antagonist: -10

What do the screens show for `COc1ccccc1N1CC(C(=O)Nc2nnc(SCc3cccnc3)s2)CC1=O` (stereo not given)?
CCR6 antag: 17; EBI2 antag: -1; UPR CHOP act: 0.0; Mdm2-MdmX inh: -12; XBP1 UPR activ: -5; tim23-1 inh: 14; CXCR6 inh: -2; APJ agonist: -2; APJ antagonist: 11

Results for COc1cccc(C(=O)N/N=c2\oc3c(OC)cccc3cc2C(=O)NCc2ccccc2)c1 ?
CCR6 antag: 9; EBI2 antag: 8; UPR CHOP act: 11; Mdm2-MdmX inh: 0; XBP1 UPR activ: 7; tim23-1 inh: 6; CXCR6 inh: 12; APJ agonist: -2; APJ antagonist: -5

What do the screens show for `COC(=O)CC1NCCc2cc(OC)c(OC)cc21` (stereo not given)?
CCR6 antag: 4; EBI2 antag: 4; UPR CHOP act: 1.3; Mdm2-MdmX inh: 7; XBP1 UPR activ: 5; tim23-1 inh: 4; CXCR6 inh: -1; APJ agonist: -3; APJ antagonist: 0

What do the screens show for `COc1ccc(C2=COc3ccccc3C(=O)N2)cc1`?
CCR6 antag: 8; EBI2 antag: 6; UPR CHOP act: -0.3; Mdm2-MdmX inh: 4; XBP1 UPR activ: 4; tim23-1 inh: 14; CXCR6 inh: -2; APJ agonist: 0; APJ antagonist: 9

Results for COc1ccccc1C(O)P(=O)(OC(C)C)c1ccc(N(C)C)cc1 (stereo not given) ?
CCR6 antag: 5; EBI2 antag: 0; UPR CHOP act: 1.0; Mdm2-MdmX inh: -31; XBP1 UPR activ: -1; tim23-1 inh: 9; CXCR6 inh: 2; APJ agonist: -2; APJ antagonist: -16

Results for CCOC(=O)N1CCN(c2ccccc2O)CC1 ?
CCR6 antag: -5; EBI2 antag: -21; UPR CHOP act: -1.3; Mdm2-MdmX inh: 15; XBP1 UPR activ: 1; tim23-1 inh: 6; CXCR6 inh: -11; APJ agonist: -1; APJ antagonist: -7

How did COc1ccc(C(=O)N(c2ccc(OC)cc2)S(=O)(=O)c2cccs2)cc1 do in these assays?
CCR6 antag: 15; EBI2 antag: 1; UPR CHOP act: -1.8; Mdm2-MdmX inh: -14; XBP1 UPR activ: 0; tim23-1 inh: 30; CXCR6 inh: 8; APJ agonist: -3; APJ antagonist: 15

What do the screens show for `COc1cc(-c2ccccc2)nc2ccccc12`?
CCR6 antag: -4; EBI2 antag: 4; UPR CHOP act: 0.1; Mdm2-MdmX inh: 11; XBP1 UPR activ: 3; tim23-1 inh: 33; CXCR6 inh: 2; APJ agonist: -3; APJ antagonist: 3

What do the screens show for `CCCCNC(=O)c1cn(CC)c2cc(N3CCN(C)CC3)c(F)cc2c1=O`?
CCR6 antag: -1; EBI2 antag: 1; UPR CHOP act: 0.2; Mdm2-MdmX inh: 13; XBP1 UPR activ: 1; tim23-1 inh: -3; CXCR6 inh: -8; APJ agonist: -2; APJ antagonist: 3

What do the screens show for `Cc1ccc(S(=O)(=O)N2CCN(C3CCN(Cc4ccccc4)CC3)CC2)cc1`?
CCR6 antag: 9; EBI2 antag: -26; UPR CHOP act: -1.5; Mdm2-MdmX inh: 13; XBP1 UPR activ: -3; tim23-1 inh: 1; CXCR6 inh: 4; APJ agonist: 2; APJ antagonist: -3

What do the screens show for `COc1ccc2nc(SCC(C)=O)c(C#N)cc2c1`?
CCR6 antag: -2; EBI2 antag: 12; UPR CHOP act: 1.4; Mdm2-MdmX inh: -185; XBP1 UPR activ: -2; tim23-1 inh: 10; CXCR6 inh: -15; APJ agonist: 2; APJ antagonist: -7

How did COc1ccc(OC)c2c(C)cc(C)nc12 do in these assays?
CCR6 antag: -1; EBI2 antag: -1; UPR CHOP act: -2.1; Mdm2-MdmX inh: -7; XBP1 UPR activ: -2; tim23-1 inh: 15; CXCR6 inh: -6; APJ agonist: 0; APJ antagonist: -21

How did CC(C)Cc1nnc(NC(=O)C2CC(=O)N(Cc3ccccc3)C2)s1 (stereo not given) do in these assays?
CCR6 antag: 3; EBI2 antag: -9; UPR CHOP act: 0.4; Mdm2-MdmX inh: -2; XBP1 UPR activ: -2; tim23-1 inh: 12; CXCR6 inh: -2; APJ agonist: 6; APJ antagonist: 8

Results for CCC(=O)Nc1ccc(-c2nnc(-c3ccccc3)o2)cc1 ?
CCR6 antag: 5; EBI2 antag: -11; UPR CHOP act: 1.4; Mdm2-MdmX inh: 15; XBP1 UPR activ: 1; tim23-1 inh: 5; CXCR6 inh: -4; APJ agonist: 0; APJ antagonist: 4

Results for C=CCOc1ccc(/C=N/n2cncn2)cc1OC ?
CCR6 antag: -6; EBI2 antag: -6; UPR CHOP act: 0.8; Mdm2-MdmX inh: 6; XBP1 UPR activ: -2; tim23-1 inh: 8; CXCR6 inh: 6; APJ agonist: -3; APJ antagonist: -8

How did CCOC(=O)c1ccc(N2CC(O)=C(c3nc4ccccc4c(=O)[nH]3)C2=N)cc1 do in these assays?
CCR6 antag: 5; EBI2 antag: -8; UPR CHOP act: -1.3; Mdm2-MdmX inh: 13; XBP1 UPR activ: -2; tim23-1 inh: -37; CXCR6 inh: 10; APJ agonist: 1; APJ antagonist: 23

Results for Cc1ccc(-c2nn(-c3ccccc3)cc2CO)cc1 ?
CCR6 antag: 9; EBI2 antag: -5; UPR CHOP act: 7.2; Mdm2-MdmX inh: -64; XBP1 UPR activ: 4; tim23-1 inh: 21; CXCR6 inh: -2; APJ agonist: 0; APJ antagonist: 3

Results for COc1cc(NC(=S)NCCc2ccccc2)c(OC)cc1NC(=O)CC(C)C ?
CCR6 antag: 11; EBI2 antag: -1; UPR CHOP act: -2.2; Mdm2-MdmX inh: 14; XBP1 UPR activ: 4; tim23-1 inh: 21; CXCR6 inh: 2; APJ agonist: 2; APJ antagonist: -9

Results for C#Cc1ccc(C(=O)Nc2cc(C(N)=O)ccc2N2CCOCC2)cc1 ?
CCR6 antag: -11; EBI2 antag: -2; UPR CHOP act: -2.6; Mdm2-MdmX inh: 3; XBP1 UPR activ: -3; tim23-1 inh: 1; CXCR6 inh: -1; APJ agonist: 2; APJ antagonist: -1

Results for Nc1nc2cc(S(=O)(=O)N3CCOCC3)ccc2o1 ?
CCR6 antag: -5; EBI2 antag: 3; UPR CHOP act: 0.4; Mdm2-MdmX inh: -11; XBP1 UPR activ: -1; tim23-1 inh: 3; CXCR6 inh: -4; APJ agonist: -3; APJ antagonist: 11

How did CC1(C)CC(=O)C=C(Nc2ccccc2)C1 do in these assays?
CCR6 antag: -2; EBI2 antag: -3; UPR CHOP act: -0.3; Mdm2-MdmX inh: -20; XBP1 UPR activ: 0; tim23-1 inh: 8; CXCR6 inh: 3; APJ agonist: -2; APJ antagonist: -5

How did CC(CCc1ccccc1)NC(=O)Cc1ccc(Br)cc1 (stereo not given) do in these assays?
CCR6 antag: 10; EBI2 antag: 14; UPR CHOP act: -0.7; Mdm2-MdmX inh: 4; XBP1 UPR activ: -1; tim23-1 inh: 34; CXCR6 inh: 6; APJ agonist: -3; APJ antagonist: 10

What do the screens show for `O=C(CNC(=O)c1ccc(Cl)cc1)Nc1ccc(S(=O)(=O)Nc2ncccn2)cc1`?
CCR6 antag: 6; EBI2 antag: -7; UPR CHOP act: -0.1; Mdm2-MdmX inh: -26; XBP1 UPR activ: -1; tim23-1 inh: -8; CXCR6 inh: 2; APJ agonist: -1; APJ antagonist: 4

How did CC(C)CCNC(=O)CN(CC1CCCO1)C(=O)CCC(=O)Nc1nccs1 (stereo not given) do in these assays?
CCR6 antag: 7; EBI2 antag: -9; UPR CHOP act: 0.0; Mdm2-MdmX inh: 17; XBP1 UPR activ: 0; tim23-1 inh: 11; CXCR6 inh: 8; APJ agonist: -3; APJ antagonist: -1

How did COC(=O)CC(c1ccc(C#N)cc1)n1c(C)ccc1C (stereo not given) do in these assays?
CCR6 antag: 3; EBI2 antag: -1; UPR CHOP act: 0.2; Mdm2-MdmX inh: -13; XBP1 UPR activ: -2; tim23-1 inh: 16; CXCR6 inh: 6; APJ agonist: 0; APJ antagonist: 13

Results for Cc1cc(=O)[nH]c(NCc2ccccc2)n1 ?
CCR6 antag: 3; EBI2 antag: -7; UPR CHOP act: 1.4; Mdm2-MdmX inh: 14; XBP1 UPR activ: -3; tim23-1 inh: 4; CXCR6 inh: 3; APJ agonist: 1; APJ antagonist: -6

What do the screens show for `COC(=O)[C@]1(CC(C)C)N[C@H](c2ccc(SC3CCCCC3)cc2)[C@@H]2C(=O)N(C)C(=O)[C@@H]21`?
CCR6 antag: 10; EBI2 antag: 0; UPR CHOP act: 2.6; Mdm2-MdmX inh: 20; XBP1 UPR activ: -4; tim23-1 inh: 34; CXCR6 inh: 0; APJ agonist: -6; APJ antagonist: 9

What do the screens show for `CN(CC(=O)N1CCc2[nH]c3ccc(F)cc3c2C1)CC1OCCO1`?
CCR6 antag: 11; UPR CHOP act: 0.8; Mdm2-MdmX inh: 6; XBP1 UPR activ: -2; tim23-1 inh: 16; APJ agonist: 5; APJ antagonist: -9
